Screening data: PubChem, NCI
All columns: NCI-60 one-dose screen, growth in % after 48 h at 10 µM unless noted; 100 = growth as untreated, 0 = no growth, -100 = all killed.
MDA-MB-435 – MDA-MB-435 melanoma. 7.8% of 82,000 active. AID 1794794
K-562 – K-562 leukemia | 7.4% of 78,000 active | AID 1794777
MDA-MB-468 – MDA-MB-468 breast cancer. AID 2202374. 8.5% of 78,000 active
MCF7 – MCF7 breast cancer | 6.3% of 82,000 active
MDA-MB-231 – MDA-MB-231 breast cancer; 5% of 81,000 active; AID 1794789
RPMI-8226 – RPMI-8226 leukemia cells | 7.5% of 77,000 active
SR – SR leukemia cells. AID 1794780. 8.7% of 73,000 active
MOLT-4 – MOLT-4 leukemia cells; 6.9% of 80,000 active
Numbers without * were called inactive; nt = not tested or not shown; & = joins results of further samples. The calls were made as follows: active = growth percent below 10; inactive = the rest.

Order of results: MDA-MB-435 | K-562 | MDA-MB-468 | MCF7 | MDA-MB-231 | RPMI-8226 | SR | MOLT-4
COC(C)CNC1=C(Cl)C(=O)c2ccccc2C1=O (stereo not drawn)
 : 72 | 83 | 86 | 70 | 95 | 97 | 99 | 87
O=S1(=O)CCN(CCCc2ccccc2)CC1
 : 90 | 116 | nt | 113 | 112 | 115 | 106 | 118
CC(C)(C)c1ccc(Cn2cc(CSc3nc4ccccc4s3)nn2)cc1
 : 106 | 96 | 94 | 91 | 86 | 97 | 99 | 96
NS(=O)(=O)c1ccc(CCN2C(=O)C3C(C2=O)C2(Cl)C(Cl)=C(Cl)C3(Cl)C2(Cl)Cl)cc1 (stereo not drawn)
 : 108 | nt | 109 | 93 | 93 | 53 | 98 | 88
COc1ccc2c(c1)c(-c1nc(-c3c[nH]c4ncccc34)cs1)cn2CCN
 : 69 | 42 | 1.9* | 37 | 54 | 53 | 0.2* | 46
NCCOc1ccc([N+](=O)[O-])cc1Cl
 : 104 | 109 | 102 | 98 | 104 | 95 | 110 | 107
O=C1Nc2ccc(F)cc2/C1=N/N=C/c1ccccc1F
 : 93 | 56 | 84 | 35 | 92 | 85 | 54 | 52
COc1cc(OC)c(/C=C/c2cc[n+](C)c3ccccc23)c(OC)c1
 : 4.3* | 7.2* | -21* | 5.4* | 23 | -2.6* | -17* | 3.6*
O=C1Nc2cc(Cl)ccc2/C1=C\c1ccc(OCc2ccccn2)cc1
 : 76 | 69 | 39 | 36 | nt | 68 | 57 | 39
NNC(=O)c1ccncc1
 : 113&98 | 97&105 | 102&92 | 97&98 | 102&96 | 113&99 | nt | 112&102
CN1C(=O)/C(=c2\sc3n(c2=O)C2C(NN=3)N(C)C(=O)N2C)c2ccccc21 (stereo not drawn)
 : 43 | 65 | 103 | 73 | 80 | 106 | 52 | 103
O=C(/C=C/c1c(Cl)nc2sccn12)c1nccs1
 : 92 | 84 | 76 | 76 | 96 | 84 | nt | 89
C/C(=N\NC(=O)c1nc(N)n(-c2ccc(S(N)(=O)=O)cc2)n1)c1ccc(N2CCOCC2)cc1
 : 100 | 105 | 112 | 93 | 93 | 103 | nt | 108
O=C(Nc1ccc(-n2cc(-c3ccncc3)c(-c3ccc(Cl)c(O)c3)n2)cc1)c1cc(C(F)(F)F)cc(C(F)(F)F)c1
 : 53 | 30 | 72 | 30 | 46 | 28 | 24 | 56
COc1ccc2[nH]cc(C(c3ccccc3)N3CCCC3)c2c1 (stereo not drawn)
 : 106 | 85 | 87 | 90 | 96 | 94 | 70 | 85
Clc1ccc(-c2nnc(CCc3nc(-c4ccc(Br)cc4)no3)o2)c(Cl)c1
 : 108 | 105 | 111 | 95 | 96 | 86 | 116 | 105
CC(C)(C)Nc1c(-c2c(O)c3ccccc3oc2=O)nc2c(Cl)cc(C(F)(F)F)cn12
 : 104 | 107 | 97 | 92 | 101 | 111 | 110 | 99
O=[N+]([O-])C(CO)(CO)c1ccccc1
 : 99 | 109 | 103 | 98 | nt | 97 | 105 | 105
N#Cc1c(-c2ccc(O)cc2)cc(-c2c[nH]c3ccccc23)nc1-c1c[nH]c2ccccc12
 : 90 | 68 | 102 | 88 | 92 | 102 | 76 | 88
CCN1C(=O)N(c2ccccc2)C2N=c3s/c(=C4\C(=O)N(C(C)C)c5ccccc54)c(=O)n3NC21 (stereo not drawn)
 : 102 | 107 | 106 | 95 | 115 | 102 | 106 | 104
CCOP(=O)(OCC)C(NC(=O)CNC(=O)CN1C(=O)c2ccccc2C1=O)C(=O)NCc1ccccc1 (stereo not drawn)
 : 99 | 99 | 114 | 98 | 104 | 102 | 101 | 94
COc1cc(-c2c[nH]cc2-c2ccccc2)cc(OC)c1OC
 : 76 | 75 | 81 | 90 | 81 | 92 | nt | 93
COc1ccc2[nH]cc(-c3nonc3-c3c[nH]c4ccc(OC)cc34)c2c1
 : 66 | 42 | 102 | 75 | 65 | 83 | 45 | 48
c1ccc(-c2noc(CCc3nnc(-c4ccccc4)o3)n2)cc1
 : 98 | 83 | 106 | 98 | 104 | 97 | nt | 86
CC(C)CCc1nc2ccc(NCc3ccc(OCCN4CCCC4)cc3)cc2[nH]1
 : 97 | 75 | 69 | 81 | 84 | 90 | 60 | 88
CCCN(CCC)CCC#N
 : 105 | 94 | 106 | 102 | 114 | 96 | 85 | 87
O=C(NCCN1CCOCC1)n1cc(-c2ccncc2)c(-c2ccc(O)c(Cl)c2)n1
 : 100 | 92 | 92 | 87 | 104 | 91 | 85 | 98
CC(=O)OC[C@@]1(O)C[C@@]23CC[C@@H]4[C@@]5(C)C[C@H]5CC[C@@]4(C)[C@@H]2CC[C@H]1C3
 : 49 | 60 | 70 | 101 | 113 | 91 | 68 | 90
CC(=O)Nc1ccc(S(=O)(=O)c2ccc(NC(C)=O)cc2)cc1
 : 95&117 | 94&101 | 101&105 | 93&102 | 102&124 | 107&99 | 99&95 | 104&93
COc1ccc(-c2cc(C(=O)c3cc(C)c(C)cc3O)c[nH]c2=O)cc1
 : 93 | 89 | 88 | 96 | 99 | 94 | nt | 100
O=C(O)c1cccc2oc(-c3ccccc3O)nc12
 : 71 | 61 | 35 | 59 | 52 | 50 | 48 | 66
Nc1cc(F)ccc1[N+](=O)[O-]
 : 111 | 114 | 100 | 98 | 105 | 106 | 114 | 109
c1ccc2c(CCc3ccncc3)cccc2c1
 : 110 | 86 | 103 | 103 | 83 | 117 | 94 | 96
Fc1ccc(-c2ccnc3nc(-c4ccncc4)nn23)cc1
 : 107 | 98 | 111 | 86 | 113 | 98 | nt | 95
CCOP(=O)(OCC)/C(C#N)=C/c1ccc(N(C)C)cc1
 : 100 | 103 | 98 | 102 | 112 | 107 | 93 | 98
CCN(CC)c1ccc(/C=C\C(=O)c2ccc(NC(C)=O)cc2)cc1
 : 11 | nt | 11 | 71 | 66 | 77 | nt | nt
CNC(=O)c1n[nH]c(=S)[nH]c1=O
 : 98 | 124 | 108 | 120 | 106 | 108 | nt | 109
O=c1c2ccccc2nc(CN2CCOCC2)n1/N=C/c1ccccc1
 : 100 | 96 | 97 | 93 | 98 | 56 | 101 | 103
CCOc1ccccc1[C@H]1C(C(=O)c2ccc(Cl)cc2)C2(N[C@@H]1c1ccccc1)C(=O)Nc1ccc(Cl)cc12 (stereo partly drawn)
 : 24 | 6.2* | 4.4* | 5.3* | 29 | 21 | -28* | -23*
Cc1ccc(-c2cc3ccccc3[nH]2)cc1
 : 104 | 92 | 106 | 69 | 80 | 90 | 78 | 81
CN(C=O)c1ccc([N+](=O)[O-])cc1
 : 103 | 87 | 111 | 92 | 97 | 115 | 105 | 94
Cc1ccc(NC(=O)N[C@@H](Cc2cc(F)cc(F)c2)C(=O)NC2C(=O)N3C[C@H](O)C[C@H]3C(=O)N3CCCC[C@H]3C(=O)N[C@@H](CO)C(=O)N3C[C@H](C)C[C@H]3C(=O)O[C@H]2C)c(F)c1 (stereo partly drawn)
 : 23 | 28 | -2.7* | 18 | 39 | 18 | 41 | 55
COCCCNC1=C(C#N)C(=O)NC(c2cccs2)S1 (stereo not drawn)
 : 96 | 153 | 94 | 90 | 106 | 122 | 113 | 172
COc1ccc(-c2csc(NC(C)=O)n2)cc1NS(=O)(=O)c1cccc2c(N(C)C)cccc12
 : 85 | nt | 77 | 73 | 81 | 76 | nt | nt
CCCCCCCCCCCCCCCCCc1nccn1CCO
 : 95 | 3.8* | 91 | nt | 70 | 82 | nt | 66
CCCCCCCCCC1OC(C)CC(C)(C)O1 (stereo not drawn)
 : 113 | 109 | 108 | 94 | 117 | 100 | 86 | 98
CC(=O)c1c(C)nc(SCC(=O)Nc2ccc([N+](=O)[O-])cc2)n1-c1ccc(Cl)cc1
 : 78 | 70 | 75 | 79 | 72 | 63 | 88 | 55
Cc1ccc(OC(=O)c2ccc(Cl)cc2)cc1
 : 99 | 97 | 105 | 102 | 82 | 92 | nt | 113
Cc1ccc(-n2c(-c3cc4ccccc4nc3Cl)noc2=O)cc1
 : 6.4* | 31 | 16 | 64 | 64 | 81 | 32 | 76
CCOC(=O)C(CC(=O)O)=C(c1ccccc1)c1ccccc1
 : 107&93 | 158 | 106&83 | 99&89 | 97&91 | 92&114 | 116&65 | 102&31
Cc1ccc2cc(/C=C3\SC(=O)NC3=O)c(Cl)nc2c1
 : 95 | 99 | 90 | 82 | 85 | 101 | 91 | 100
COc1cc(C2=NN(C(C)=O)C(c3cn(S(=O)(=O)c4ccc(C)cc4)c4ccccc34)O2)cc(OC)c1OC (stereo not drawn)
 : 33 | 63 | 86 | 89 | 83 | nt | nt | 62
COC(=O)c1cn2c(c1C(=O)OC)c1c3ccccc3n(C)c1n1nnc(-c3ccccc3)c21
 : 114 | 78 | nt | 81 | 101 | 75 | 30 | 26
CCCCN(CCCC)CC(CN(CC)CC)OC(=O)Nc1ccccc1 (stereo not drawn)
 : 102 | 76 | 90 | 79 | 70 | 97 | 86 | 81
CC1(C)OCC([C@H]2O[P@](=O)(c3ccccc3)[C@@H](Nc3ccc4ccccc4c3)[C@H]3OC(C)(C)O[C@H]32)O1 (stereo partly drawn)
 : 98 | 83 | 112 | 109 | 88 | 101 | 96 | 78
COc1ccccc1Nc1cc(O)c2c(=O)cc(-c3ccccc3)oc2c1
 : -24* | 12 | -1.7* | 17 | 39 | 16 | 5.7* | 26
CCOC(=O)C1=C(C(=O)OCC)N(c2cc(OC)c(OC)c(OC)c2)C(N)=C(C#N)C1c1cc(=O)[nH]c2ccccc12 (stereo not drawn)
 : 97 | nt | 92 | 96 | 88 | 114 | 94 | 100
Cn1ccnc1C(=O)/C=C/c1ccc(CC(=O)Nc2ccc(Br)cc2)cc1
 : 46 | 6.6* | 0.9* | 12 | 10 | 8.1* | 3.2* | 2.4*
O=C(Cn1c(/C=C/c2cccc(Br)c2)nc2ccccc2c1=O)Nc1ccccc1
 : 93 | 103 | 89 | 76 | 44 | 87 | 97 | 101
O=C1CCCCC1CNCc1ccccc1 (stereo not drawn)
 : 98 | 101 | 106 | 84 | 130 | 104 | 89 | 99
O=C1C(Cl)=C(O)C2(Cl)C(Cl)=C(Cl)C12Cl (stereo not drawn)
 : 103&103 | 99&89 | 99&98 | 111&92 | 106&108 | 131&98 | 97&84 | 112&86
N#Cc1ccc(-c2nn(-c3ccc(C(=O)O)cc3)cc2CNc2ccccc2)cc1
 : 97 | 81 | 124 | 84 | 94 | 62 | 94 | 88

Among those listed so far, these contain an aryl methoxy group.
Order of results: MDA-MB-435 | K-562 | MDA-MB-468 | MCF7 | MDA-MB-231 | RPMI-8226 | SR | MOLT-4
COc1ccc2c(c1)c(-c1nc(-c3c[nH]c4ncccc34)cs1)cn2CCN
 : 69 | 42 | 1.9* | 37 | 54 | 53 | 0.2* | 46
COc1cc(OC)c(/C=C/c2cc[n+](C)c3ccccc23)c(OC)c1
 : 4.3* | 7.2* | -21* | 5.4* | 23 | -2.6* | -17* | 3.6*
COc1ccc2[nH]cc(C(c3ccccc3)N3CCCC3)c2c1 (stereo not drawn)
 : 106 | 85 | 87 | 90 | 96 | 94 | 70 | 85
COc1cc(-c2c[nH]cc2-c2ccccc2)cc(OC)c1OC
 : 76 | 75 | 81 | 90 | 81 | 92 | nt | 93
COc1ccc2[nH]cc(-c3nonc3-c3c[nH]c4ccc(OC)cc34)c2c1
 : 66 | 42 | 102 | 75 | 65 | 83 | 45 | 48
COc1ccc(-c2cc(C(=O)c3cc(C)c(C)cc3O)c[nH]c2=O)cc1
 : 93 | 89 | 88 | 96 | 99 | 94 | nt | 100
COc1ccc(-c2csc(NC(C)=O)n2)cc1NS(=O)(=O)c1cccc2c(N(C)C)cccc12
 : 85 | nt | 77 | 73 | 81 | 76 | nt | nt
COc1cc(C2=NN(C(C)=O)C(c3cn(S(=O)(=O)c4ccc(C)cc4)c4ccccc34)O2)cc(OC)c1OC (stereo not drawn)
 : 33 | 63 | 86 | 89 | 83 | nt | nt | 62
COc1ccccc1Nc1cc(O)c2c(=O)cc(-c3ccccc3)oc2c1
 : -24* | 12 | -1.7* | 17 | 39 | 16 | 5.7* | 26
CCOC(=O)C1=C(C(=O)OCC)N(c2cc(OC)c(OC)c(OC)c2)C(N)=C(C#N)C1c1cc(=O)[nH]c2ccccc12 (stereo not drawn)
 : 97 | nt | 92 | 96 | 88 | 114 | 94 | 100

3 compounds already listed, sorted by number of heavy atoms, descending.
Order of results: MDA-MB-435 | K-562 | MDA-MB-468 | MCF7 | MDA-MB-231 | RPMI-8226 | SR | MOLT-4
CCCCN(CCCC)CC(CN(CC)CC)OC(=O)Nc1ccccc1 (stereo not drawn)
 : 102 | 76 | 90 | 79 | 70 | 97 | 86 | 81
CCOP(=O)(OCC)/C(C#N)=C/c1ccc(N(C)C)cc1
 : 100 | 103 | 98 | 102 | 112 | 107 | 93 | 98
NCCOc1ccc([N+](=O)[O-])cc1Cl
 : 104 | 109 | 102 | 98 | 104 | 95 | 110 | 107
